Compound activity as filed in PubChem.
Vif-APOBEC3F blk – qHTS for Inhibitors of Vif-A3F Interactions: qHTS. AID 602313, 2012. HeLa A3F-eYFP + Vif (tagged APOBEC3F with the HIV-1 protein that degrades it), YFP fluorescence increase. 390,000 compounds, 0.2% hits. Potency, µM (highest dose often 46.1 µM), without a hit: top-dose activity, negative = active; also: potency is read from the fitted curve at half-maximal effect; % of control where 0% means no effect; nearly all actives have a fitted effect of over 65% in size
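HeLa cells stably expressing A3F-eYFP plus Vif, plated and incubated overnight at 37 deg C, then exposed to compounds overnight at 37 deg C. Blocked degradation read as raised yellow fluorescence (Ex 488/Em 500-530).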
ERG Ets-DNA blk – qHTS for Small Molecule Inhibitors of the ERG Ets/DNA interaction. fluorescence polarization, His-ERG Ets domain / labelled DNA. Potency, µM (highest dose often 76.9 µM), for inactives: top-dose FP activity, negative = inhibition, hits mostly inhibitors. 370,000 compounds, 0.028% hits. AID 624246, 2012; active = well fitted inhibition curve with a large enough effect in the polarisation, with a control signal flat; inconclusive = small, poorly fitted or top-dose-only effect, or effect the other way, or a change in a side signal; inactive = no such curve, though single readings can be large or run the other way; the % refers to the polarisation;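 also: polarization taken with two DNA probes labelled with fluorescein and Texas red; potency is read from the fitted curve at half-maximal effect; % of control where 0% means no effect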
Target sequence (P11308 whole entry, looked up, the tested form may be a part): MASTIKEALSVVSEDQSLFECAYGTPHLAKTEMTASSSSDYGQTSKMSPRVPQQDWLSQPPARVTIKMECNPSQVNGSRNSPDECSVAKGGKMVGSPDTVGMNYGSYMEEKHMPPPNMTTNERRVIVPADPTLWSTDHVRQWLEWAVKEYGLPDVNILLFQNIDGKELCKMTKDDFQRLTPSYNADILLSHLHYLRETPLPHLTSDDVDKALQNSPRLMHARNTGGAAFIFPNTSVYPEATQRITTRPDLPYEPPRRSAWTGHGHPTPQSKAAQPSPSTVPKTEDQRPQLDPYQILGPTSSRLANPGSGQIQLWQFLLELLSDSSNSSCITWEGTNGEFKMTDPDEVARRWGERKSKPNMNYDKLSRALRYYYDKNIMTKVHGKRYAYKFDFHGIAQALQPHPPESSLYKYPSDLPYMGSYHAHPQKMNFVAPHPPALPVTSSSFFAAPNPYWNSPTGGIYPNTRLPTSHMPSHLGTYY
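His-tagged ERG Ets domain (1 uM in the protein solution; 300mM KCl, 50mM Tris-HCl, 1mM EDTA, 1mM DTT, pH 7.5) received compound, then a probe mix of 5 nM fluorescein-DNA and 100nM Texas-615-DNA. Fluorescence polarization was read for both dyes.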
Vif-A3G inh – qHTS for Inhibitors of Vif-A3G Interactions: qHTS. HeLa A3G-eYFP + Vif (tagged APOBEC3G with the HIV-1 protein that degrades it), YFP fluorescence, overnight. Potency, µM (titrated, usually from 46.1 µM), for the others: at the top dose activity, negative = active, usual class: inhibitors. 410,000 compounds, 0.076% hits;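 also: potency is read from the fitted curve at half-maximal effect; % is scaled to controls: 0 for no effect and ±100 for the full control effect; nearly all actives have a fitted effect of over 60% in size; hits raise eYFP signal because A3G escapes Vif-driven loss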
Target sequence (Q9HC16 whole entry, looked up): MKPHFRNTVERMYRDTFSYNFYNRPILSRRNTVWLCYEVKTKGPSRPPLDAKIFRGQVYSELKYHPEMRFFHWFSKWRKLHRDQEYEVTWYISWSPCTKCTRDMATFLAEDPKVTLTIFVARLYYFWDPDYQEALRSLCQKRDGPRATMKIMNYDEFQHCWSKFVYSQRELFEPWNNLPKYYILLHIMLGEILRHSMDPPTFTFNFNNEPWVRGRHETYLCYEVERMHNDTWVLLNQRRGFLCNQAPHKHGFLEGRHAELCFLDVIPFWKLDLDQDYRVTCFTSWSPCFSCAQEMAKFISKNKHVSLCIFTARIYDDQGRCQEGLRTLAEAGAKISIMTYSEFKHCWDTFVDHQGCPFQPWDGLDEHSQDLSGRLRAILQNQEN
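HeLa cells stably expressing Vif and C-terminally eYFP-tagged A3G, seeded overnight at 37 deg C, then exposed to compound by pintool overnight at 37 deg C. Rise in yellow fluorescence (Ex 488/Em 500-530, Acumen) marks blocked Vif-driven A3G degradation.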
D2 antag – HTS Assay for Allosteric Antagonists of the Human D2 Dopamine Receptor: Primary Screen for Antagonists. 340,000 compounds, 2% hits. inhibition, % at 10 µM. HEK293 TREx D2 cells, calcium flux, dopamine EC80. D(2) dopamine receptor (Homo sapiens), P14416; in the data active = inhibition above about 30%; also: 0% is about no effect
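Overnight-induced (tetracycline, 30 C) HEK293 T-REx cells carrying force-coupled D2 receive a no-wash calcium dye, then compound, then EC80 dopamine at 180 s; signals are read kinetically throughout.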
D2 ag – HTS Assay for Allosteric Agonists of the Human D2 Dopamine Receptor: Primary Screen for Agonists. D(2) dopamine receptor (Homo sapiens), P14416. HEK293 T-REx D2 cells, calcium flux agonist mode. activation, % at 2 µM. 340,000 compounds, 0.53% hits. AID 485358, 2010;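 active = activation over 3 SD above normal in the single-dose calcium agonist read, cut at about 30% in these data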; also: 0% is about no effect
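Tetracycline-induced HEK293 Trex cells with D2 receptor force-coupled to calcium signaling, plated overnight at 30 C and loaded with no-wash calcium dye. Calcium flux read kinetically for 180 s after compound addition; responses flag agonists.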
ALOX12 inh – Primary qHTS assay for inhibitors of human arachidonate 12S-lipoxygenase (ALOX12): Round 2; Potency, µM (titrated, usually from 108 µM), for the others: top-dose activity change, negative = inhibition, usual class: inhibitors; purified 12hLO, xylenol orange hydroperoxide absorbance; Polyunsaturated fatty acid lipoxygenase ALOX12 (Homo sapiens), P18054; 580,000 compounds, 1.1% hits; also: potency is read from the fitted curve at half-maximal effect; % is scaled to controls: 0 for no effect and ±100 for the full control effect
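Purified human 12hLO (150 nM final) in 25 mM Hepes, 0.01% Triton X-100, pH 7.0 was preincubated 15 min at room temperature with compound. Then 40 uM arachidonic acid was added, 30 min. Hydroperoxide was read by Fe-XO absorbance ratio 573/405 nm.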
LDHA inh – qHTS assay for inhibitors of human lactate dehydrogenase | purified LDHA, NADH/diaphorase-resazurin fluorescence; hits give low values | activity change, % (values are at about 110 or 230 µM) | 480,000 compounds, 0.15% hits; in the data active = activity change below about -30%; inconclusive = mostly about -25% to -30%;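 also: plate controls were DMSO wells for no effect and wells without enzyme for full effect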
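Enzyme activity of human lactate dehydrogenase 5 (2 nM; 0.06 mM NADH, 0.2 mM pyruvate, 5 min, RT) is measured via a resazurin/diaphorase fluorescence readout of residual NADH.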
RGS4 inh – Inhibitors of Regulator of G Protein Signaling (RGS) 4: qHTS; Transcreener GDP fluorescence polarization, RGS4-accelerated GTP hydrolysis; Regulator of G-protein signaling 4 (Homo sapiens), P49798; AID 504845, 2011; Potency, µM (titrated, usually from 114 µM), inactives show top-dose activity change, negative = inhibition, hits mostly inhibitors; 390,000 compounds, 0.039% hits; also: potency is read from the fitted curve at half-maximal effect; % is scaled to controls: 0 for no effect and ±100 for the full control effect; nearly all actives have a fitted effect of over 75% in size; some results filed as inactive show a strong effect at the top dose
Target sequence (P49798 whole entry, looked up): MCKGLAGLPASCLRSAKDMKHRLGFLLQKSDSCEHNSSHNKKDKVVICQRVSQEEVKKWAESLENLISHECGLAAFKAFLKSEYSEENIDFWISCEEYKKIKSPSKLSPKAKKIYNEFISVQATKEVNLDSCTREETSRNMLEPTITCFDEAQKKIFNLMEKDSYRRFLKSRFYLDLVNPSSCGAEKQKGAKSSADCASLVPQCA
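MLSMR compounds (23 nl, pin-transferred) preincubated 10 min at room temperature with a 500nM (2x) first reagent, then RGS4 at 900nM (2x) plus Transcreener GDP mix added; fluorescence polarization (620/688 nm) read before and after 90 min at 30 °C.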
GRP78 ERSR act – qHTS for Inducers of the Endoplasmic Reticulum Stress Response (ERSR) in Human Glioma: qHTS; U87-MG GRP78 promoter luciferase reporter, 16 h; Potency, µM, for the others: top-dose activation, hits mostly activators; 420,000 compounds, 0.02% hits; AID 602332, 2012; also: potency is read from the fitted curve at half-maximal effect; series mostly up to about 76 µM; % of control where 0% means no effect; nearly all actives have a fitted effect of over 35% in size
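Stably transfected U87-MG glioma cells carrying a GRP78-based luciferase sensor; 16 h compound incubation. Luminescence end-point read 10 min after Bright-Glo addition at room temperature.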
* marks the source's active call; other numbers are inactive results; ? = inconclusive; · = no result given; & = joins results of further samples; [ ] = another dose, or the depositor's remark. Unless noted, calls follow the shape of the dose curve; as a rule, active = well fitted curve in the direction sought with a large enough effect; inconclusive = small, poorly fitted or top-dose-only effect, or another doubt; inactive = no such curve, though single readings can be large; an effect the other way counts as inactive or inconclusive. An excerpt; the hit share may differ from the screen's.

SMILES | Vif-APOBEC3F blk | ERG Ets-DNA blk | Vif-A3G inh | D2 antag | D2 ag | ALOX12 inh | LDHA inh | RGS4 inh | GRP78 ERSR act
CSc1cccc(NC(=O)Nc2ccccc2)c1 | 0% | -13% | 10% | · | · | 327%[activator] | -3 | 20% | 5%
Cc1ccc(-c2nnc(C3CCN(S(=O)(=O)c4ccc(C)c(C)c4)CC3)o2)cc1 | -22% | -3% | 1% | · | -1.0 | -22% | 1 | -11% | 0%
Cc1c(NC(=O)c2cc(-c3ccc(F)cc3)nc3ccccc23)c(=O)n(-c2ccccc2)n1C | 1% | -10% | -4% | · | · | -11% | -7 | 1% | -3%
CCOc1ccc(NC(=S)NC(C)C(c2ccccc2)N2CCN(C)CC2)cc1 (centres undefined) | -14% | 5% | -6% | 12 | -0.9 | 1% | -5 | -14% | -3%
COc1ccc(OCCSc2ncnc3nc[nH]c23)cc1 | 1% | 10% | 0% | -13 | -1.3 | 28% | -9 | 23% | -2%
COc1ccccc1N(CC(=O)NC1CCCCC1)C(=O)CCC(=O)Nc1ccccn1 | -9% | 2% | -5% | -5 | 0.3 | ? | -4 | 6% | -3%
O=C1NCC(COc2cccc3ccccc23)O1 (centres undefined) | -4% | -6% | -2% | -7 | 0.1 | -9% | -3 | ? | 0%
Cc1ccc(C(=O)NNC(=O)CCn2nnc3ccccc32)cc1 | 4% | 15% | -9% | 12 | 0.3 | 325%[activator] | 4 | -22% | -3%
O=C(Nc1nnc(-c2ccccc2)o1)c1nc2ccccc2s1 | -8% | 1% | -15% | 8 | 44* | 7% | -10 | -8% | -10%
COc1ccc(-c2nnc(SCC(=O)NCCC(C)C)nc2-c2ccc(OC)c(OC)c2)cc1OC | 4%&-7% | 1%&3% | -15%&-5% | -5 | -0.6&0.5 | ? | -6&-1 | 11%&0% | -5%&-1%
COc1ccc2cc(C(=O)C3CCCN(C(=O)c4ccnn4C)C3)ccc2c1 (centres undefined) | 9% | -3% | 0% | -8 | -1.0 | -9% | 1 | -4% | 2%
COC(=O)[C@]1(Cc2ccccc2)N[C@H](CN(C)C(=O)Nc2ccc(Cl)cc2)[C@@H]2C(=O)N(C)C(=O)[C@@H]21 | 6% | 4% | 0% | · | · | -1% | -2 | 3% | 0%

Looked up above:
LDHA inh, CCOc1ccc(NC(=S)NC(C)C(c2ccccc2)N2CCN(C)CC2)cc1 (centres undefined) = -5
ERG Ets-DNA blk, COc1ccc2cc(C(=O)C3CCCN(C(=O)c4ccnn4C)C3)ccc2c1 (centres undefined) = -3%

(listing goes on)
SMILES | Vif-APOBEC3F blk | ERG Ets-DNA blk | Vif-A3G inh | D2 antag | D2 ag | ALOX12 inh | LDHA inh | RGS4 inh | GRP78 ERSR act
O=C(NC(=S)Nc1cccc(NC(=S)NC(=O)c2ccccc2)c1)c1ccccc1 | -8% | 8% | -17% | · | · | 14µM* | 5 | -33% | 2%
Cc1cc2c(c(=O)n1CCc1ccccc1)C(c1ccco1)C(C#N)=C(N)O2 (centres undefined) | -8% | 7% | 2% | · | · | 0% | -13 | 3% | 2%
Cc1ccc(NC(=O)C2CCN(S(=O)(=O)c3c(C)[nH]c(=O)[nH]c3=O)CC2)cc1 | 5% | · | -8% | -3 | -0.5 | 18% | 0 | -6% | 0%
COC(=O)c1ccc(NC2(C#N)C(=O)Nc3ccccc32)cc1 (centres undefined) | -13% | 1% | ? | 0 | -0.8 | -15% | 1 | -34%[56.9 µM] | -8%
NC(=O)c1ccc(NC(=O)COC(=O)c2ccc3ccccc3n2)cc1 | 2% | 3% | 0% | · | · | -24% | -8 | -1% | -1%
O=C(Cc1cccc([N+](=O)[O-])c1)Nc1cccc(C(=O)N2CCCCC2)c1 | 2% | 10% | 4% | · | · | -1% | 2 | -8% | -5%
CCC(C)NC(=O)Cn1cnc2sc(C)c(S(=O)(=O)N3CCN(c4ncccn4)CC3)c2c1=O (centres undefined) | 17% | -5% | 2% | 28 | 1.5 | -9% | -6 | -3% | -2%
CCCCCC(O)(CCCCC)C(=O)NNc1ccccc1 | -15% | 4% | -7% | · | · | 15% | -5 | -8% | 0%
COc1ccccc1-c1cc(C(=O)N/N=C/c2cccs2)c2ccccc2n1 | -4% | -16% | -15% | 72* | -0.6 | 1% | -2 | 12% | -3%
O=C(CSc1nnc(CNC(=O)c2c(F)cccc2Cl)o1)NC1CCCCC1 | 0% | 1% | -6% | 2 | 14 | -26% | -2 | -7% | 2%
CCOC(=O)CC(NS(=O)(=O)c1ccc2[nH]c3c(c2c1)CCCC3)c1ccccc1Cl (centres undefined) | -4% | 1% | -2% | · | 0.0 | 5% | -2 | -30% | -8%
CN(C)c1nc(C=C(C#N)C#N)c(Cl)n1-c1ccc(F)cc1 | -18% | ? | ? | 14 | -0.5 | ? | 5 | -40% | ?

Quoted at random: six records from the list, in no set order.
SMILES | Vif-APOBEC3F blk | ERG Ets-DNA blk | Vif-A3G inh | D2 antag | D2 ag | ALOX12 inh | LDHA inh | RGS4 inh | GRP78 ERSR act
COc1ccc(OCCSc2ncnc3nc[nH]c23)cc1 | 1% | 10% | 0% | -13 | -1.3 | 28% | -9 | 23% | -2%
Cc1cc2c(c(=O)n1CCc1ccccc1)C(c1ccco1)C(C#N)=C(N)O2 (centres undefined) | -8% | 7% | 2% | · | · | 0% | -13 | 3% | 2%
CCCCCC(O)(CCCCC)C(=O)NNc1ccccc1 | -15% | 4% | -7% | · | · | 15% | -5 | -8% | 0%
COc1ccccc1N(CC(=O)NC1CCCCC1)C(=O)CCC(=O)Nc1ccccn1 | -9% | 2% | -5% | -5 | 0.3 | ? | -4 | 6% | -3%
CCOC(=O)CC(NS(=O)(=O)c1ccc2[nH]c3c(c2c1)CCCC3)c1ccccc1Cl (centres undefined) | -4% | 1% | -2% | · | 0.0 | 5% | -2 | -30% | -8%
Cc1ccc(-c2nnc(C3CCN(S(=O)(=O)c4ccc(C)c(C)c4)CC3)o2)cc1 | -22% | -3% | 1% | · | -1.0 | -22% | 1 | -11% | 0%

Additional entries:
SMILES | Vif-APOBEC3F blk | ERG Ets-DNA blk | Vif-A3G inh | D2 antag | D2 ag | ALOX12 inh | LDHA inh | RGS4 inh | GRP78 ERSR act
CCCC(=O)N1CCN(c2nc3ccc(Br)cc3s2)CC1 | 5% | 0% | 0% | 5 | 1.3 | -10% | -13 | -43% | 4%
COc1cc(/C=C/C(=O)OCC(=O)NCc2ccco2)ccc1OC(F)F | 5% | 6% | -6% | 1 | 0.0 | -4% | -5 | -17% | -4%
O=C(N/N=C/c1coc2ccccc2c1=O)c1ccccc1 | -7% | -4% | 1% | -35 | 0.6 | -22% | -10 | -3% | -2%
Cc1ccc(-c2c(C#N)c(N)n(-c3ccc(C)cc3)c(=O)c2C#N)cc1 | -10% | -2% | -5% | 8 | 0.5 | 23% | -1 | -35% | 1%
C[C@H]1CN(S(=O)C(C)(C)C)[C@H](CCO)/C1=C\CCO (some centres undefined) | 5% | 21% | 0% | · | · | -1% | -3 | 17% | -1%
CCCCN(CCCC)Cc1ccc(C(=O)NNC(=O)Nc2ccccc2)o1 | -2% | -17% | -3% | 11 | -0.8 | 15% | -8 | 19% | -4%
COc1ccccc1N1CCN(C(=O)CN(C)S(=O)(=O)c2ccc3c(c2)c(=O)n(C)c(=O)n3C)CC1 | 8% | 3% | -2% | 7 | 0.7 | -10% | -3 | 21% | -1%
OC[C@H]1O[C@@H](c2nc(-c3ccc4[nH]ccc4c3)no2)[C@H](O)[C@@H](O)[C@H]1O | · | · | -5% | · | · | -10% | -2 | · | -1%
O=C(COc1ccccc1[N+](=O)[O-])Nc1cccnc1 | -5% | -4% | 1% | 20 | -0.4 | 2% | -3 | 1% | 1%
CS(=O)CCC(NS(=O)(=O)c1ccccc1)C(=O)O (centres undefined) | -4% | · | 0% | -16 | 0.3 | -27%[57.4 µM] | -2 | -4% | -2%
CCCCNC(=O)c1ccccc1NC(=O)CCC | 6% | 2% | -2% | 5 | -0.6 | 4% | 0 | -3%[11.4 µM] | 1%
CCOC(=O)CNC(=O)CNC(=O)c1ccc(OCC(C)C)cc1 | -6% | -2% | -14% | -1 | 0.4 | 43%[activator] | 0 | -2% | 1%
CCOC(=O)C1CCCN(CC(=O)Nc2c(C(=O)OC)[nH]c3ccc(C)cc23)C1 (centres undefined) | 2% | -5% | -1% | -1 | -1.3 | -19% | -2 | -5% | 4%
CCc1csc(CCNC(=O)C2CCC(=O)N(CCOC)C2)n1 (centres undefined) | 2% | -7% | 1% | -7 | 0.1 | -9% | -4 | -9% | 1%
NS(=O)(=O)c1ccc(CCNC(=O)CN2CCN(Cc3cccc4ccccc34)CC2)cc1 | -3% | -5% | 3% | 3 | 0.4 | 0% | -6 | 6% | -5%
